Source: PubChem (several laboratories)
ANO1 activ: activates or potentiates the mouse TMEM16A chloride channel | HEK293 TMEM16A/YFP-H148Q/I152L, iodide quench fluorescence; hits give low values | 340,000 tested, 0.3% active | B-score at 10 µM | Q8BHY3 | AID 623877;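 active means fluorescence-ratio B-score plate-corrected deviation score at least 3 library SD below zero, with starting fluorescence score within 5 deviations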;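 further: channel opened by trigger with iodide after compound preincubation; score built on the fluorescence ratio of max minus min over baseline; more negative score means more quench and so TMEM16A activation or potentiation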
Target sequence (Q8BHY3 whole entry, looked up): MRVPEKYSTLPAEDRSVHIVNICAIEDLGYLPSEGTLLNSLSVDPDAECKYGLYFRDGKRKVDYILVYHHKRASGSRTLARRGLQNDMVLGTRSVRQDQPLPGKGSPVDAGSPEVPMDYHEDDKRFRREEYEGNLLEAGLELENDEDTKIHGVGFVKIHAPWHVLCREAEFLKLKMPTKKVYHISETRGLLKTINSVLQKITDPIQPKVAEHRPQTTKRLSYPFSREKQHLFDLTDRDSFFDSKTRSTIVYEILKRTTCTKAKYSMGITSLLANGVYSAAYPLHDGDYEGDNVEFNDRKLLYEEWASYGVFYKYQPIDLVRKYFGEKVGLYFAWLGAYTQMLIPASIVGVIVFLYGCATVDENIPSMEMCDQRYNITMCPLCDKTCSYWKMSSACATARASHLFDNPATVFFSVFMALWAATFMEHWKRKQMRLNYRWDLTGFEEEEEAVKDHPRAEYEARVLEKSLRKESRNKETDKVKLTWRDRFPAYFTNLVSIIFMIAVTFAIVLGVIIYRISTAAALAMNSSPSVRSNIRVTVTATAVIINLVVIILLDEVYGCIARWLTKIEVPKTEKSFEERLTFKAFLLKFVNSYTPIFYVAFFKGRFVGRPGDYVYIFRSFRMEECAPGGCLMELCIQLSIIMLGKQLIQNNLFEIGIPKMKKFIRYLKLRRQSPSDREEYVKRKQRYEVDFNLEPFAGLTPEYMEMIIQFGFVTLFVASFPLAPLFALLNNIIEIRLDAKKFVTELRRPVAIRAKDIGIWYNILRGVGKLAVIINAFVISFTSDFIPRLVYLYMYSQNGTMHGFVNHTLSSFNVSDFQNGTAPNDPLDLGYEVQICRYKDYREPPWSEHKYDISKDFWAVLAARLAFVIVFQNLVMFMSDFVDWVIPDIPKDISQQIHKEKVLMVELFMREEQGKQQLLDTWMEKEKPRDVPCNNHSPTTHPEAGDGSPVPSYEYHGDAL
hERG protect: compounds protecting human hERG from proarrhythmic drug block | Q12809 | CHO-hERG, FluxOR thallium flux, dofetilide IC70 present | activation (rescue from dofetilide block), less the hit threshold, % at 10 µM | 310,000 tested, 0.51% active | AID 1511;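 active means activation above the mean of controls blocked by dofetilide plus 5 SD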;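 further: thallium influx through hERG after potassium depolarization seen as dye fluorescence rise; in these data hits start at about 4.7%; inactives centre near -7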
RGS4 block: human RGS4 inhibition. P49798. HEK293 M3R/RGS4 inducible, Fluo-4 calcium flux; hits give high values; triggered by carbachol at its EC20. B-score at 10 µM. 310,000 tested, 0.45% active. AID 463165;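 active means B-score, a plate-corrected calcium signal, over three deviations above library mean, with baseline fluorescence within five deviations of library mean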;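 further: RGS4 expression induced by doxycycline in cells with stable M3 receptor; B-score is computed from the integrated fluorescence ratio over baseline after carbachol; higher B-score means a larger calcium signal and so more RGS4 inhibition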
ANO1 block: inhibitors of mouse TMEM16A calcium-activated chloride channel; HEK293 TMEM16A/YFP iodide influx fluorescence, ionomycin; normalized B-score (activity score, 25-100; higher = stronger inhibition) at 10 µM; Q8BHY3; 310,000 tested, 1.2% active; AID 588511;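 active means ratio plate-corrected score three or more library SD toward inhibition, starting fluorescence score within five deviations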;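 further: score derived from kinetic fluorescence span divided by baseline fluorescence per well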
KCNK9 block: inhibitors of human KCNK9 two-pore domain potassium channel | Q9NPC2 | HEK293 KCNK9, FluxOR thallium flux fluorescence; hits give low values | B-score at 10 µM | 310,000 tested, 1.2% active;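 active means ratio B-score over 3 SD below the library mean, with starting fluorescence within 5 SD of its mean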;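 further: negative B-score means less thallium flux so channel inhibition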
SKKanGAS inh: blocks kanamycin growth of S. pyogenes SKKanGAS strain. BacTiter-Glo, 6 h. inhibition, % at 7.5 µM. 300,000 tested, 1.3% active;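 active means mean replicate score, as percent of positive control median, at least 50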;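 further: strain carries kanamycin resistance gene driven by streptokinase promoter and grows in 40 µg/ml kanamycin; loss of luminescence reflects streptokinase promoter inhibition or plain growth inhibition; 0% = median of DMSO wells and 100% = positive control at its reference dose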
KCNQ1 act: human KCNQ1 channel potentiation or activation; 310,000 tested, 0.35% active; B-score at 10 µM; P51787; CHO-K1 KCNQ1, thallium flux FluxOR fluorescence; hits give high values;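 active means fluorescence ratio B-score, a plate-corrected score, at least three library SD, with initial intensity B-score within 5 SD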
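Material: CHO-K1 cells stably expressing KCNQ1. Medium: assay buffer for compound exposure, DMSO matched across wells. Reagent: K+/Tl+ depolarizing stimulus. Compound dosing: single-concentration screen. Times: 37 °C overnight plating, 90-min dark dye load, 20-min compound pretreatment. Technique: FluxOR Tl+ flux fluorescence.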
RGS4 pot: potentiators or activators of RGS4. HEK293 M3R/inducible RGS4, carbachol calcium flux Fluo4; hits give low values. B-score at 10 µM. 310,000 tested, 0.92% active. AID 463111;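 active means B-score of the integrated calcium signal more than 4 SD below the library mean, with starting fluorescence not abnormally high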;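 further: negative B-score means reduced calcium response which marks RGS4 activation or potentiation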
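Detection: kinetic calcium fluorescence imaging with Fluo4-AM dye, 2 µM / Material: HEK293 cells with stable M3R and inducible RGS4 / Schedule: recording 10 s baseline at 1 Hz, 100 s post-agonist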
KCNQ1 inh: human KCNQ1 channel inhibition; AID 2642; P51787; 310,000 tested, 1.3% active; CHO-K1 KCNQ1, FluxOR thallium flux fluorescence; hits give high values; B-score at 10 µM;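 active means compounds whose thallium flux B-score, printed positive for inhibition, exceeds three library SD while starting fluorescence stays within three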;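 further: channel opened by potassium depolarization with thallium stimulus after 20 min compound exposure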
KCNK3 inh: human KCNK3 channel inhibition, primary screen. B-score at 10 µM. CHO-KCNK3 thallium flux, FluxOR fluorescence; hits give low values. AID 602410. 340,000 tested, 0.84% active. O14649;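 active means B-score under library mean minus 4 SD, starting fluorescence ratio at most library mean plus 5 SD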;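 further: more negative B-score means stronger inhibition of thallium flux through KCNK3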
HDAC3 inhib: human HDAC3 inhibition; O15379; recombinant HDAC3, fluorogenic peptide/trypsin coupled, fluorescence; inhibition, % at 8.3 µM; 320,000 tested, 0.15% active; AID 2718; in the data active means inhibition above about 26%, passing the limit was not always enough
* marks the source's active call; other numbers are inactive results; i = inactive; · = not tested or not shown.

SMILES | ANO1 activ | hERG protect | RGS4 block | ANO1 block | KCNK9 block | SKKanGAS inh | KCNQ1 act | RGS4 pot | KCNQ1 inh | KCNK3 inh | HDAC3 inhib
CCOC(=O)CSc1nc(C)c(C(=O)OCC)s1 | i | -7.2 | i | i | i | 0.6 | i | i | i | i | -3.7
Cn1cc(CN2CCc3sccc3C2)c(-c2ccccc2F)n1 | i | -18.6 | i | i | i | -8.7 | i | i | i | i | -7.3
CCC1C(C#N)=C(N)OC2=C1C(=O)CC(C)(C)C2 (configuration not stated) | i | 0.5 | i | i | i | -10.2 | i | i | i | i | 6.8
CCOC(=O)c1cn2nc(-c3ccc(OC)cc3)cc2nc1C1CCN(C(=O)OC(C)(C)C)CC1 | i | -15.1 | i | i | i | 23.1 | i | i | i | i | -6.9
COc1cc(OC)c(OC)cc1CN1CCN(C(=O)c2cccc3ccccc23)CC1 | i | -4.6 | i | i | i | -1.1 | i | i | i | i | -0.1
O=C(O)c1cccc(NC(=O)c2ccc3c(c2)C(=O)N(c2cccc([N+](=O)[O-])c2)C3=O)c1 | i | -6.6 | i | i | i | 0.1 | i | i | i | i | 2.8
CCCCC#Cc1ccc(C(=O)NNC(=O)Nc2cc(Cl)cc(Cl)c2)o1 | i | -9.8 | i | i | i | 6.9 | i | i | i | i | ·
COC(=O)C1CCN(c2nc3ccccc3nc2C(C#N)C(=O)NCCc2ccccc2)CC1 (configuration not stated) | i | -18.4 | i | i | i | 20.9 | i | i | i | i | 0.1
CC(=O)Nc1ccc(C(=O)OCC(=O)NC(=O)NC2CCCCC2)cc1 | i | -5.2 | i | i | i | -0.1 | i | i | i | i | -4.9
Cc1ccc(C(=O)Nc2ccc(C)c(S(=O)(=O)Nc3ccccc3Cl)c2)s1 | i | -8.0 | i | 100* | i | 30.2 | i | i | i | i | -2.2
CCC(C)(C(=O)NC1CCCCC1)N(C(=O)CNC(C)=O)c1c(C)n(C)n(-c2ccccc2)c1=O (configuration not stated) | i | -13.3 | i | i | i | -2.7 | i | i | i | i | 1.0
CN(C)CCn1c2c(c(SCC(=O)Nc3cccc4ccccc34)nc1=O)CCCC2 | i | -9.2 | i | i | i | 0.8 | i | i | i | i | -2.1
COCCN(Cc1ccc(F)cc1)C(=O)c1cc2ccccc2oc1=O | i | -8.1 | i | i | i | -3.7 | i | i | i | i | 0.0
CCOc1ccc(NC(=O)C(C)Oc2ccccc2C(=O)Nc2cccc(Cl)c2Cl)cc1 (configuration not stated) | i | -4.3 | i | i | i | 1.4 | i | i | i | i | 3.2
CCCn1c(SCC(=O)Nc2ccccc2-c2ccccc2)nnc1-c1ccoc1C | i | -7.6 | i | i | i | 0.6 | i | i | i | i | -1.1

For reference, part of the list above.
SMILES | ANO1 activ | hERG protect | RGS4 block | ANO1 block | KCNK9 block | SKKanGAS inh | KCNQ1 act | RGS4 pot | KCNQ1 inh | KCNK3 inh | HDAC3 inhib
CCOC(=O)CSc1nc(C)c(C(=O)OCC)s1 | i | -7.2 | i | i | i | 0.6 | i | i | i | i | -3.7
Cn1cc(CN2CCc3sccc3C2)c(-c2ccccc2F)n1 | i | -18.6 | i | i | i | -8.7 | i | i | i | i | -7.3
CCC1C(C#N)=C(N)OC2=C1C(=O)CC(C)(C)C2 (configuration not stated) | i | 0.5 | i | i | i | -10.2 | i | i | i | i | 6.8
CCOC(=O)c1cn2nc(-c3ccc(OC)cc3)cc2nc1C1CCN(C(=O)OC(C)(C)C)CC1 | i | -15.1 | i | i | i | 23.1 | i | i | i | i | -6.9
COc1cc(OC)c(OC)cc1CN1CCN(C(=O)c2cccc3ccccc23)CC1 | i | -4.6 | i | i | i | -1.1 | i | i | i | i | -0.1

Whole records, quoted from the list.
`COc1cc(OC)c(OC)cc1CN1CCN(C(=O)c2cccc3ccccc23)CC1` as listed: ANO1 activ = i; hERG protect = -4.6; RGS4 block = i; ANO1 block = i; KCNK9 block = i; SKKanGAS inh = -1.1; KCNQ1 act = i; RGS4 pot = i; KCNQ1 inh = i; KCNK3 inh = i; HDAC3 inhib = -0.1
`O=C(O)c1cccc(NC(=O)c2ccc3c(c2)C(=O)N(c2cccc([N+](=O)[O-])c2)C3=O)c1` as listed: ANO1 activ = i; hERG protect = -6.6; RGS4 block = i; ANO1 block = i; KCNK9 block = i; SKKanGAS inh = 0.1; KCNQ1 act = i; RGS4 pot = i; KCNQ1 inh = i; KCNK3 inh = i; HDAC3 inhib = 2.8

Further records:
SMILES | ANO1 activ | hERG protect | RGS4 block | ANO1 block | KCNK9 block | SKKanGAS inh | KCNQ1 act | RGS4 pot | KCNQ1 inh | KCNK3 inh | HDAC3 inhib
Cc1cccc(N2C(=O)CSC2c2cccnc2)c1 (configuration not stated) | i | -5.9 | i | i | i | 5.4 | i | i | i | i | 4.6
Fc1ccc(-c2cc(C(F)(F)F)nc(N3CCCCC3)n2)cc1 | i | -15.9 | i | i | i | 65.5* | i | i | i | i | 1.4
Cc1ccccc1NC(=O)CCCC(=O)c1ccccc1 | i | -7.7 | i | i | i | -5.9 | i | i | i | i | -4.1
C=CCNC(=S)N1CCN(S(=O)(=O)c2ccc(C)cc2)CC1 | i | -9.7 | i | i | i | -9.1 | i | i | i | i | 3.2
CCc1ccc(N(C(=O)c2ccco2)C(C(=O)NC2CCCC2)c2ccncc2)cc1 (configuration not stated) | i | -0.4 | i | i | i | -4.7 | i | i | i | i | -20.2
O=C(NCc1ccccn1)c1ccc(Cn2c(=S)[nH]c3ccc(Br)cc3c2=O)cc1 | i | -6.5 | i | i | i | 22.6 | i | i | i | i | 2.3
CN1CCN(Cc2nc3ccccc3c(=O)n2CC#N)CC1 | i | -3.9 | i | i | i | -7.7 | i | i | i | i | 3.4
CCn1c(SC)nnc1C1CCN(CC(=O)Nc2ccccc2N2CCOCC2)CC1 | i | -2.7 | i | i | i | -1.4 | i | i | i | i | 4.4
CCCCNS(=O)(=O)c1ccc2nc(-c3cccnc3)cc(C(=O)NC3CC3)c2c1 | i | -12.8 | i | i | i | -0.7 | i | i | i | i | -1.8
COc1ccccc1CNC(=O)c1ccoc1C | i | -8.9 | i | i | i | -7.5 | i | i | i | i | 4.0
O=C1CCC(=O)N(c2ccccc2)N1 | i | -0.9 | i | i | i | 6.4 | i | i | i | i | 5.6
O=S(=O)(Nc1ccccn1)c1cnc(Cl)c(Br)c1 | i | -7.8 | i | i | i | -7.9 | i | i | i | i | -6.5
Cc1cc(OC(=O)c2ccccc2C)c([N+](=O)[O-])c(=O)[nH]1 | i | -11.1 | i | i | i | -1.1 | i | i | i | i | -2.1
CCOC(=O)c1nnn(-c2nonc2N)c1CN1CCCC1 | i | -5.5 | i | i | i | -3.2 | i | i | i | i | -2.2
CC1=C(C)CS(=O)N(S(=O)(=O)c2ccc(Cl)cc2)C1 (configuration not stated) | i | -4.3 | i | i | i | 2.4 | i | i | i | i | 0.7

Quoted from the listing:
hERG protect result of Fc1ccc(-c2cc(C(F)(F)F)nc(N3CCCCC3)n2)cc1 stands at -15.9
hERG protect result of O=C1CCC(=O)N(c2ccccc2)N1 stands at -0.9
hERG protect result of Cc1cc(OC(=O)c2ccccc2C)c([N+](=O)[O-])c(=O)[nH]1 stands at -11.1

Following part
SMILES | ANO1 activ | hERG protect | RGS4 block | ANO1 block | KCNK9 block | SKKanGAS inh | KCNQ1 act | RGS4 pot | KCNQ1 inh | KCNK3 inh | HDAC3 inhib
Cc1ccccc1Oc1nc2c(c(=O)n(C)c(=O)n2C)n1C | i | -5.8 | i | i | i | 1.1 | i | i | i | i | -5.0
O=C(NCCN1CCOCC1)C1CCN(Cc2ccccc2O)CC1 | i | -6.2 | i | i | i | -3.9 | i | i | i | i | 2.7
O=C(Nc1ccccc1)C1=C[C@H](C2CCCCC2)C[C@H](OCCCCO)O1 | i | -9.7 | i | i | i | 8.6 | i | i | i | i | 7.3
c1coc(-c2nnc3n2C2(CCCC2)Cc2ccccc2-3)c1 | i | -8.4 | i | i | i | -11.6 | i | i | i | i | -2.4
Cn1cnnc1SCC(=O)Nc1nc(-c2ccc(F)cc2)cs1 | i | -11.1 | i | i | i | -2.2 | i | i | i | i | 3.5
CCOC(=O)C1CCN(C(=O)CCCN2C(=O)c3ccccc3C2=O)CC1 | i | -2.7 | i | i | i | 0.5 | i | i | i | i | -1.5
CCC(=O)Oc1c(C(=O)CC)cc2c(C)cc(=O)oc2c1C | i | -9.0 | i | i | i | -6.0 | i | i | i | i | -1.0
Cc1cccc(C(=O)N/N=C2/SCC(=O)N2Cc2ccccc2)c1 | i | 0.0 | i | i | i | 4.4 | i | i | i | i | -3.0
CC1=CC(C)C(/C=N/N=C(N)N)C(C)C1 (configuration not stated) | i | -11.3 | i | i | i | 0.2 | i | i | i | i | -3.5
CCOC(=O)c1cnc(-c2ccccc2)nc1Oc1ccccc1 | i | -9.0 | i | i | i | -19.9 | i | i | i | i | 13.1
Cc1ccc(-n2nc3c(SCCN4CCOCC4)nnc(C)c3c2C)cc1 | i | -2.9 | i | i | i | -1.9 | i | i | i | i | -0.8
COc1ccccc1Nc1nc(N)nc(CN2CCN(c3ccccc3)CC2)n1 | i | -13.0 | i | i | i | 9.4 | i | i | i | i | 5.1
CSc1ccccc1C(=O)NC1CCCc2ccccc21 (configuration not stated) | i | -1.2 | i | i | i | 4.0 | i | i | i | i | 1.4
Cc1c(N2C(=O)CSC2=S)c(=O)n(-c2ccccc2)n1C | i | -7.3 | i | i | i | -1.6 | i | i | i | i | -1.7
CN(C(=S)NC(=O)c1ccccc1)c1c(N)n(Cc2ccccc2)c(=O)[nH]c1=O | i | -19.2 | i | i | i | -8.3 | i | i | i | i | -5.9
Cc1cc(CO)nn1-c1ccc([N+](=O)[O-])cc1 | i | -3.3 | i | i | i | -9.2 | i | i | i | i | -6.0
Cc1noc(C)c1C(=O)Nc1c(F)cc(F)cc1Br | i | -7.5 | i | i | i | -0.1 | i | i | i | i | -0.9
O=S(=O)(c1cccc2nsnc12)N1CCNCC1 | i | -9.2 | i | i | i | 3.1 | i | i | i | i | -6.3
CC1CCN(c2ccc(NC(=O)Cn3c(=O)oc4ccccc43)cc2)CC1 | i | -3.4 | i | i | i | 1.9 | i | i | i | i | -0.3
O=C(CN1c2ccccc2Sc2ccccc21)N/N=C/c1ccc(Cl)cc1Cl | i | -2.6 | i | i | i | 32.6 | i | i | i | i | 1.9
NC(=O)c1cc(S(=O)(=O)NCc2ccccc2)cs1 | i | -4.4 | i | i | i | 10.6 | i | i | i | i | -3.3
O=C(Nc1ccccc1Cl)Oc1ccc(-c2ccccc2)cc1 | i | -0.3 | i | i | i | 0.7 | i | i | i | i | 1.1
